H37Rv inhibition = M. tuberculosis growth inhibition, HTS (AID 449762) | M. tuberculosis H37Rv growth inhibition, 7H9 media; higher % means a stronger effect | inhibition, % at 25 µM; hits with a dose series show IC50 in µM | 0.59% of 330,000 active; in the data active = a potency from the dose series; inconclusive = inhibition above about 70% without an active follow-up result;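 note: bacterial growth assessed after seven days of incubation; strong numbers were not always called active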
PhoP GFP inhibition = PhoP regulon inhibitors, Salmonella typhi PhoP promoter GFP reporter, confirmatory (AID 1850); Salmonella Typhi PhoP-promoter GFP reporter, fluorescence, 4 h; higher % means a stronger effect; 0.33% of 310,000 active; inhibition, % at 50 µM; hits with a dose series show IC50 in µM; in the data active = a potency from the dose series; inconclusive = inhibition mostly from about 25% at the one dose, without a potency; inactive = the rest, 99 in 100 with inhibition below about 19%;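 note: 0% = induced wells with vehicle and 100% = uninduced wells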
M. tuberculosis = growth inhibition of non-replicating M. tuberculosis (AID 488890); Mycobacterium tuberculosis non-replicating, growth inhibition; higher % means a stronger effect; inhibition, % at 25 µM; hits with a dose series show IC50 in µM; 0.39% of 320,000 active; in the data active = a potency from the dose series; inconclusive = inhibition mostly from about 82% at the one dose, without a potency; inactive = the rest, 99 in 100 with inhibition below about 76%;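 note: plate controls were DMSO cells for no effect and high antibiotic wells for full effect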
VEEV TC-83 Vero = inhibitors of VEEV TC-83 cytopathic effect, confirmation, Vero cells (AID 588727); 0.13% of 350,000 active; one-dose inhibition, % at 20 µM; IC50 in µM for titrated hits; Vero cells, VEEV TC-83 cytopathic effect inhibition; higher % means a stronger effect; in the data active = a potency from the dose series; inconclusive = inhibition mostly from about 14% at the one dose, without a potency; inactive = the rest, 99 in 100 with inhibition below about 12%; note: strong numbers were not always called active
influenza NS1A = NS1A inhibition, H1N1 influenza, cell based functional assay (AID 504329) | inhibition, % at 12.5 µM; hits with a dose series show IC50 in µM | NS1A functional cell-based assay, percent inhibition; higher % means a stronger effect | 0.3% of 340,000 active; in the data active = a potency from the dose series; inconclusive = inhibition above about 27% without an active follow-up result; note: strong numbers were not always called active
VEEV TC-83 Vero 10K pilot screen = further read-out of VEEV TC-83 Vero, marked with its call; inhibition, %; measured here: 10K pilot screen inhibition
An asterisk follows results filed as active; i = inactive; ? = inconclusive; · = no result given.

SMILES	H37Rv inhibition	PhoP GFP inhibition	M. tuberculosis	VEEV TC-83 Vero	influenza NS1A	others
C=CCn1c(=O)c2ccccc2n2c(SCC(=O)Nc3sc(C(=O)N(CC)CC)c(C)c3C(=O)OCC)nnc12	-1%	3%	-4%	5.8%	3%
O=C(CCSCc1ccccc1Cl)NCc1cccs1	0%	-3%	43%	2.0%	8%
COc1cc(NC(=O)Cn2nc(C(F)(F)F)c3c2CCCC3)cc(OC)c1OC	5%	4%	-1%	5.9%	-14%
COc1ccc(NC(=O)Cn2c(=O)n(Cc3ccco3)c(=O)c3ccccc32)cc1	-3%	-6%	-3%	i	-4%
Cc1ccc(C2=NC3(CCCC3)N=C2SCC(=O)Nc2ccc3c(c2)OCCO3)cc1	1%	-7%	17%	8.8%	-2%
O=C(COC(=O)c1ccc2c(c1)OCO2)Nc1ccccc1F	6%	·	28%	0.6%	-13%
CCOc1ccc(=O)n(-c2ccccc2)n1	-4%	8%	-11%	i	2%	VEEV TC-83 Vero 10K pilot screen=0.3
C=CCC1(CC=C)CCCN1C(=O)c1cc(COc2cncc(Cl)c2)on1	-3%	12%	52%	i	18%
CN(CC(=O)Nc1ccc(F)cc1)C(=O)COC(=O)CNC(=O)c1sc2ccccc2c1Cl	1%	2%	12%	2.4%	-9%
Cc1cc2nnc(SCC(=O)N3C(C)CCCC3C)n2c(N)n1 (centres undefined)	-1%	-8%	0%	1.1%	2%

By substructure: the compounds so far containing a Cl atom
SMILES	H37Rv inhibition	PhoP GFP inhibition	M. tuberculosis	VEEV TC-83 Vero	influenza NS1A	others
O=C(CCSCc1ccccc1Cl)NCc1cccs1	0%	-3%	43%	2.0%	8%
C=CCC1(CC=C)CCCN1C(=O)c1cc(COc2cncc(Cl)c2)on1	-3%	12%	52%	i	18%
CN(CC(=O)Nc1ccc(F)cc1)C(=O)COC(=O)CNC(=O)c1sc2ccccc2c1Cl	1%	2%	12%	2.4%	-9%

(cont.)
SMILES	H37Rv inhibition	PhoP GFP inhibition	M. tuberculosis	VEEV TC-83 Vero	influenza NS1A	others
O=C(NCCc1ccccc1)C(=O)NCC1OCCN1S(=O)(=O)c1ccccc1 (centres undefined)	-2%	4%	14%	i	-8%
O=C(NNS(=O)(=O)c1ccc(Br)cc1)c1csnn1	·	·	·	0.6%	-12%
CCCN1CCN(CCCNC(=O)c2cc3c(=O)oc4ccc(C)cc4c3s2)CC1	-2%	8%	?	4.1%	7%
CCCn1nc(Oc2nc(NCC)nc(NC(C)C)n2)ccc1=O	0%	2%	-14%	2.7%	5%
CCO[C@@H]1OC(C(=O)N2CCN(C)CC2)=C[C@H](C(C)(C)C)[C@H]1CCCO	-1%	-2%	5%	·	·
O=[N+]([O-])c1cc(S(=O)(=O)N2CCOCC2)ccc1OCc1cccc(Cl)c1	-6%	·	22%	0.1%	1%
CCOC(=O)CC1C(=O)NCCN1S(=O)(=O)c1ccc(F)cc1 (centres undefined)	0%	0%	10%	1.4%	-11%
CCc1nc(N2CCN(C(=O)c3ccco3)CC2)c2c3c(sc2n1)CCCC3	12%	0%	4%	10%	3%
Cc1ccc(S(=O)(=O)N2CCOCC2)cc1C(=O)N1CCN(S(=O)(=O)c2cccs2)CC1	-5%	8%	-7%	9.3%	1%
Cc1cccc2nc(C(F)(F)F)nc(=O)n12	-7%	2%	-3%	i	-12%
COC(=O)C1(Cc2ccccc2)NC(c2ccc(F)cc2)C2C(=O)N(C)C(=O)C21 (centres undefined)	-10%	-5%	10%	3.5%	0%
CCCCN(CCCC)S(=O)(=O)c1ccc(C(=O)Nc2nnc(CSC)o2)cc1	22%	0%	15%	8.7%	-4%
C[C@@H]1CN(S(=O)C(C)(C)C)[C@@H](CCO)/C1=C\CCO (some centres undefined)	·	·	·	0.6%	8%
Cc1ccc(NC(=O)COC(=O)/C=C/c2ccco2)cc1S(=O)(=O)N(C)C	6%	-2%	19%	1.5%	1%
Cc1ccc(-n2ncc3c(=O)[nH]c(SC(C)C)nc32)cc1	2%	7%	·	?	0%
CCOC(=O)NC(C(F)(F)F)(C(F)(F)F)P(=O)(c1ccccc1)c1ccccc1	-7%	-5%	1%	0.4%	-2%
CN1CCc2c(sc3c2c(=O)n(-c2ccc(Cl)cc2)c2nncn32)C1	-1%	17%	3%	3.8%	8%
CCCCCCC(=O)Nc1nc(C)c(-c2csc(Nc3cc(Cl)ccc3C)n2)s1	0%	-13%	8%	9.4%	-1%
CCOC(=O)c1c(-n2c(C)cc(C=O)c2C)sc2c1CCCC2	4%	1%	12%	i	12%
O=C(NC1CCCCCCC1)c1cccs1	-2%	-3%	77%	i	6%
CN(CC(=O)Nc1c(Cl)cccc1Cl)C(=O)CC1Sc2ccccc2NC1=O (centres undefined)	-5%	-3%	-4%	7.0%	-9%
O=C(O)CCC(=O)NN1C(=O)c2ccccc2NC1c1ccc(F)cc1 (centres undefined)	-7%	-1%	-7%	0.9%	-13%
N#Cc1c2n(c(=S)n(-c3ccc(OC(F)F)cc3)c1=O)CCCCC2	8%	-11%	-3%	0.1%	-7%
CCCc1nc2ccccc2c(C(=O)OCC(=O)NCc2ccco2)c1CC	3%	-1%	32%	3.5%	-2%
CCNC(=O)CCS(=O)(=O)c1ccc2ccccc2c1	-18%	5%	13%	0.1%	1%
COC(=O)c1ccc(NC(=O)CN2C(=O)CCC2=O)cc1	-4%	-5%	-8%	3.5%	12%
CN(C)S(=O)(=O)c1cccc(NC(=O)COC(=O)COc2ccc(Br)cc2)c1	8%	-3%	10%	0.0%	2%
CCC(=O)c1ccc(OCC(=O)Nc2nn3cnnc3s2)cc1	-1%	2%	12%	0.3%	32%
CCOC(=O)N1CCC(NS(=O)(=O)c2cc3c(cc2Cl)NC(=O)CO3)CC1	-7%	-10%	4.7µM*	1.0%	9%
COc1ccc(CN(C)C(=O)C(CCSC)NS(=O)(=O)c2ccc3c(c2)OCCO3)c(OC)c1OC (centres undefined)	·	·	·	7.6%	-5%
Cc1ccccc1NC1=C(Cl)C(=O)N(C2CCCCC2)C1=O	9%	-1%	-4%	1.3%	21%
Cc1ccc(S(=O)(=O)N(C)CC(=O)OCC(=O)Nc2ccccc2)cc1	3%	1%	1%	0.1%	-8%
O=C(N/N=C\c1ccc(-c2ccc([N+](=O)[O-])cc2)o1)c1ccc2c(c1)OCO2	-1%	-25%	4%	i	-5%	VEEV TC-83 Vero 10K pilot screen=2.2
Cc1ccc(C)c(N(CC(=O)NC2CCCC2)C(=O)c2cc3cc4cccc(C)c4nc3s2)c1	-3%	-7%	-4%	i	0%
CCOC(=O)c1[nH]c2ccc(F)cc2c1NC(=O)CCN1CCOCC1	7%	5%	-4%	0.3%	-1%
CC[C@]1(c2ccccc2OC)ON(c2ccccc2C(F)(F)F)C1=O	-5%	·	32%	·	·
NCC1(CC(=O)O)CCCCC1	-7%	-6%	-3%	·	·
CC[C@]12CCCN3CCc4c(n(c5ccccc45)C(=O)C1)[C@@H]32	1%	-2%	2%	2.3%	0%
COc1ccccc1OCC(=O)NN=C(Cc1ccccc1)Cc1ccccc1	-15%	-8%	46%	8.3%	-7%
NC(=O)CC(NC(=O)Cc1ccc(Cl)cc1)c1ccc(N2CCC(Cc3ccccc3)CC2)c([N+](=O)[O-])c1 (centres undefined)	3%	14%	13%	0.4%	-7%
CCOC(=O)C1(Cc2ccc(Cl)cc2)CCN(C(C)CCn2cccn2)CC1 (centres undefined)	-16%	-7%	10%	1.2%	4%
Cc1cc(C)n(-c2cc(C(C)(C)C)nc3c(-c4ccc(Cl)cc4)cnn23)n1	?	4%	39%	i	3%
Cc1c(C#N)c2ccccc2n1CC(=O)NCCc1c[nH]c2ccccc12	-1%	-10%	·	8.1%	10%
Cc1ccc(C(=O)COC(=O)C(C)N2C(=O)C3C4CCC(C4)C3C2=O)cc1C (centres undefined)	2%	-5%	9%	3.3%	-12%
Oc1cccc(N2Cc3ccccc3C2)c1	4%	-2%	18%	1.8%	-17%
CC(=O)/C(C#N)=C1\NC(=O)C(Cc2ccc(C)c(C)c2)S1 (centres undefined)	12%	3%	56%	5µM*	-2%
CCOc1ccc(NC(=O)C[n+]2ccc(N(C)C)cc2)cc1	-2%	-10%	-3%	0.2%	-11%
Cc1cccc(NC(=O)CSCC(=O)Nc2cc(Cl)ccc2N2CCN(C)CC2)c1	-6%	-11%	26%	7.6%	-3%
O=c1c2ccccc2nc(-c2cccs2)n1-c1ccc2ccccc2c1	0%	-5%	3%	0.2%	2%
O=C(O)CCC(=O)Nc1ccc(-n2ccc(C(F)(F)F)n2)cc1	0%	-14%	-13%	0.7%	-1%

Arranged by SMILES length (largest number first): part of the list above
SMILES	H37Rv inhibition	PhoP GFP inhibition	M. tuberculosis	VEEV TC-83 Vero	influenza NS1A	others
Cc1cc(C)n(-c2cc(C(C)(C)C)nc3c(-c4ccc(Cl)cc4)cnn23)n1	?	4%	39%	i	3%
Cc1c(C#N)c2ccccc2n1CC(=O)NCCc1c[nH]c2ccccc12	-1%	-10%	·	8.1%	10%
O=c1c2ccccc2nc(-c2cccs2)n1-c1ccc2ccccc2c1	0%	-5%	3%	0.2%	2%

Next section:
SMILES	H37Rv inhibition	PhoP GFP inhibition	M. tuberculosis	VEEV TC-83 Vero	influenza NS1A	others
Cn1nc(-c2ccccc2)nc1-c1ccccc1	-5%	-24%	3%	0.4%	2%
Oc1cccc(/C=C/c2ccc3cccc(O)c3n2)c1	?	0%	?	3.9%	-5%
CCc1nc(NC(C)(C)C)c2cnn(-c3ccccc3)c2n1	?	4%	49%	2.3%	2%
O=C(O)c1ccc(N=c2oc3cc(O)ccc3cc2C(=O)NCc2ccccc2)cc1	13%	-8%	19%	2.1%	-8%
CC(C)(C)C(=O)Cn1c(=O)n(CC2CCCO2)c(=O)c2ccccc21 (centres undefined)	-3%	13%	-25%	0.5%	8%
COC(=O)[C@H](CCSC)NC(=O)Cn1cnc2c(NCc3ccccc3)ncnc21	·	·	·	0.5%	-3%
O=C(N/N=C/c1ccc(Br)o1)c1cncc(Br)c1	-1%	0%	31%	0.5%	-4%
CN(C)Cc1c(O)ccc2[nH]cnc12	1%	-2%	2%	0.7%	-4%
CC(C)(C)NC(=O)C(c1ccccc1)N(C(=O)c1csnn1)C1CC1 (centres undefined)	1%	-11%	-2%	2.4%	-4%
O=C(N/N=C1\CC2CC=CC12)c1ccc(Br)cc1 (centres undefined)	-2%	8%	39%	1.3%	10%
COc1cc(/C=N/O)cc(Br)c1OCc1cccc(Cl)c1	38%	1%	28%	1.7%	5%

Screens: PubChem BioAssay, Southern Research Specialized Biocontainment Screening Center
